Casp6 inh – human caspase-6 inhibitors, primary screen, biochemical, VEID-R110 fluorescence, single point, set 2 | P55212 | purified caspase-6, Z-VEID-R110 cleavage fluorescence | inhibition, % at 12.5 µM | 350,000 tested, 0.53% active;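 active = mean inhibition across replicates at least about 35%, with every replicate also reaching that limit, limit read from the data; inconclusive = only one of the two criteria met; inactive = neither criterion met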;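 note: 0% = median of neutral control wells and 100% = no fluorescence left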
Target sequence (P55212 24-179 limits assumed): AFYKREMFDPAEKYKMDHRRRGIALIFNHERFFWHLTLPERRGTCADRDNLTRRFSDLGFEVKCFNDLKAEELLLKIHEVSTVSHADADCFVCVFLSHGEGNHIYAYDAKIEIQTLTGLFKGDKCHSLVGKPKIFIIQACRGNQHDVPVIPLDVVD
Target sequence (P55212 194-293 limits assumed): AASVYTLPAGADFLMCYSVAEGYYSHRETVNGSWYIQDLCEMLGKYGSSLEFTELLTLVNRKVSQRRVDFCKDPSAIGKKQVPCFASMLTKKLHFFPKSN
FN deposition inh – inhibitors of fibronectin matrix deposition, primary screen, AH1F cells, Alexa488-fibronectin fluorescence, plate reader | AH1F fibroblasts, overnight | inhibition, % at 12.6 µM | 350,000 tested, 0.086% active;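 active = mean inhibition across replicates of 30% or more, regardless of how many single replicates reach that level; inconclusive = mean under 30% yet at least half of replicates reach 30%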;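 note: positive control wells lacked labelled fibronectin entirely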
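Measured by – fluorescence 485/525 nm · System – AH1F fibroblast monolayer, labelled fibronectin deposition · Amount – 10000 cells per well · Buffer or medium – serum-reduced DMEM (2% serum) · Doses – single dose, pinned · Also added – fluorescent fibronectin at 24 nM final · Schedule – 1 h cell attachment, overnight exposure to compound and label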
SIRT5 block – SIRT5 desuccinylase inhibitors, primary screen, biochemical, fluorescence imaging, single point, set 5; NAD-dependent protein deacylase sirtuin-5, mitochondrial (Homo sapiens), Q9NXA8; Purified SirT5, succinyl-peptide AMC, trypsin-coupled fluorescence; inhibition, % at 15 µM; 330,000 tested, 1.1% active; AID 652115, 2013; in the data active = inhibition above about 15%; inconclusive = no clear call, values can overlap the other calls
Target sequence (Q9NXA8 whole entry, looked up): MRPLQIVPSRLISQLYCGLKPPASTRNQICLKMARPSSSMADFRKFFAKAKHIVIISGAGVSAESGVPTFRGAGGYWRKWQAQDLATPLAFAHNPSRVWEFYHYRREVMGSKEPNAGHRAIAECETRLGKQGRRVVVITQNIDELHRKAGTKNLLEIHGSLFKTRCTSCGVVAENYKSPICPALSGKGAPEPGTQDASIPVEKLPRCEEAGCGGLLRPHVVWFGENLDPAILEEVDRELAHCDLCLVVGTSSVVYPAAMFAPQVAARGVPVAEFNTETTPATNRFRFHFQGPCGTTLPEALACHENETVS
S100A4 inh HTS – inhibitors of S100A4-myosin IIA peptide binding, primary screen, biochemical, fluorescence polarization, TAMRA-MyoIIA peptide; Protein S100-A4 (Homo sapiens), P26447; inhibition, % at 10.7 µM; 360,000 tested, 0.14% active; AID 652163, 2013;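 active = mean inhibition of at least 70% across replicates, with every replicate also reaching that level; inconclusive = mean inhibition reaches 70% but some replicates fall short; inactive = mean inhibition below 70%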
Target sequence (P26447 whole entry, looked up): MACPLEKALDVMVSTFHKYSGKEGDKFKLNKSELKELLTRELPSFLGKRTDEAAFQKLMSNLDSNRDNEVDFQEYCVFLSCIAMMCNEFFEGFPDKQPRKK
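Material: human S100A4 monomer with TAMRA-labelled myosin IIA peptide; buffer or medium: HEPES pH 7.2 with CaCl2, KCl, NaCl, DTT, Triton; compound dosing: one concentration per compound; schedule: 5 min incubation before reading; benchmarks: neutral control DMSO, positive control TFP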
LGR2 inh – inhibitors of bursicon-induced LGR2 CRE-luciferase signal, primary screen, cell-based, HEK293, CRE-luciferase reporter, bursicon stimulation. Drosophila bursicon receptor LGR2 (rickets). bursicon-stimulated, 4 h. inhibition, % at 9.99 µM. 380,000 tested, 0.35% active. AID 720647, 2013;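 active = drop in luminescence signal, shown as inhibition above about 50% in the replicate tests, limit read from the data, passing the limit was not always enough; inconclusive = probably only some replicates passing the limit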;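 note: agonist challenge used bursicon conditioned medium at about half maximal strength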
Statin myotox sup – suppressors of statin myotoxicity in C2C12 myotubes, primary screen, cell-based, single point, plate reader; C2C12 myotubes + simvastatin, ATP luminescence, 48 h; scaled: DMSO 0, geranylgeraniol control 100; rescue of ATP level, % at 7.49 µM; 330,000 tested, 0.78% active; AID 602340, 2012;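 active = mean ATP rescue above about 67%, or every replicate alone reaching that limit, limit read from the data, passing the limit was not always enough; inconclusive = no clear call, values can overlap the other calls; inactive = mean under the limit and some replicate under it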;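 note: myotubes were challenged with 10 µM simvastatin during compound exposure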
esBAF inh – Bmi1 luciferase reporter increase in mESCs, primary screen, esBAF inhibitor project, mouse ES cells, Bmi1 luciferase knock-in, single point. 24 h; 100% = twice the neutral-well signal. reporter increase, % at 12.5 µM. 350,000 tested, 2% active; in the data active = activation above about 40%; inconclusive = no clear call, values can overlap the other calls;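 note: 0% = median of the plate's neutral control wells and 100% = double that signal; a rise in the Bmi1 reporter signal indicates esBAF inhibition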
* = called active by the depositor; ? = inconclusive; / = no result given; & = joins results of further samples.

SMILES	Casp6 inh	FN deposition inh	SIRT5 block	S100A4 inh HTS	LGR2 inh	Statin myotox sup	esBAF inh
CCC(=O)Nc1ccc2c(c1)OC[C@H](C)N(C(=O)CC1CC1)C[C@@H](C)[C@H](OC)CN(C)C2=O	2	7	-2	-2	8	-2	-4
COc1ccc(S(=O)(=O)Nc2ccc3c(c2)C(=O)N([C@@H](C)CO)C[C@H](C)[C@@H](CN(C)C(=O)c2ccccc2)OCCCC[C@H](C)O3)cc1	-2	3	-1	4	14	53	-2
O=C(CC1C(=O)NCCN1C(=O)c1ccc([N+](=O)[O-])cc1)Nc1ccc(F)cc1 (stereo not given)	0	2	-1	-4	-10	101*	3
COc1ccc2c3c([nH]c2c1)[C@@H](CO)N(Cc1ccc(F)cc1)CC31CN(Cc2ccccn2)C1	/	/	3	-25	5	/	/
CC(C)(C)c1ccc(NC(=O)c2cc(C3CCCN(S(=O)(=O)c4cccc5cccnc45)C3)on2)cc1 (stereo not given)	-2	-3	-4	-1	1	2	5
COc1ccc(NC(=O)C(CC(C)C)NC(=O)C2CCCCC2)c(OC)c1 (stereo not given)	-1	3	2	16	8	8	4
Cc1ccc(NC(=O)c2ccc(Cl)c(S(=O)(=O)N3CCCCC3)c2)nc1	-101	6	-1	2	-7	-46	-8
CCC(C(=O)NC1CC1)n1nc(C)c2c(C)n(-c3ccc(C)cc3)nc2c1=O (stereo not given)	1	5	-2	-5	15	-33	-2
O=C(Nc1ccc(Cc2ccncc2)cc1)C1CC1	5	/	2	3	6	-26	2
CCN1CCN(C(c2cccs2)C(C)NC(=S)Nc2cc(C)ccc2C)CC1 (stereo not given)	-4	9	16*	8	-1	/	/
CCC(=O)N(C)C[C@@H]1Oc2cc(C#CC3CCCCC3)ccc2S(=O)(=O)N([C@H](C)CO)C[C@H]1C	3	-17	8	-39	-3	-76	-3
O=C(c1ccc(Br)o1)N1CCN(C23CC4CC(CC(C4)C2)C3)CC1	20	/	9	-3	-7	4	7
Cc1[nH]c(=S)[nH]c(=O)c1CCCO	1	0	-3	0	-26	/	/
O=C(NCc1ccco1)c1cnn2cccnc12	2	/	-2	-2	3	2	-7
CCNC(=O)c1cnn(-c2ccccc2)c1-c1ccccc1	1	2	-3	-1	-14	0	-9
CCO[C@H]1OC(C(=O)N2CCN(C)CC2)=C[C@@H](C)[C@@H]1CCCO	0	10	-2	3	-2	10	-3
Cn1nnnc1SCc1csc(C2C(C#N)=C(N)OC3=C2C(=O)CCC3)c1 (stereo not given)	1	/	0	2	6	13	1
CN1CCN(C(=O)[C@H]2[C@H](CO)[C@H]3Cn4c(ccc(C5=CCCCC5)c4=O)[C@@H]2N3S(C)(=O)=O)CC1	-2	/	-32	-8	6	-1	-6
CCN1CCCC1CNCc1cccc(OC)c1OCc1ccccc1F (stereo not given)	/	/	-2	-2	-3	-7	0
C=CC[C@@H](CC(=O)N(CCO)Cc1ccccc1)C(=O)N[C@@H](C)COC(=O)[C@@H](CC=C)Cc1ccc(F)cc1	-1	-1	/	-1	17	9	1
Cc1noc(C)c1S(=O)(=O)N1CCCCC1c1cc(C(=O)Nc2cccc3c2CCCC3)no1 (stereo not given)	2	-10	/	-19	13	18	-4
CCN(CC(=O)NC1CCS(=O)(=O)C1)S(=O)(=O)c1cccc(C(C)=O)c1 (stereo not given)	3	-6	-3	-4	-4	/	/
COc1cccc(C(=O)N2CCN(Cc3ccccc3Br)CC2)c1	1	-1	-2	3	11	20	-9
C[C@@H]1CN([C@@H](C)CO)C(=O)Cc2cc(NC(=O)Cc3cn(C)c4ccccc34)ccc2O[C@H]1CN(C)S(=O)(=O)c1ccccc1	0	/	12	-27	9	-14	2
COc1ccc(CN2CCNC(=O)C2CC(=O)NCCCn2cccn2)cc1C (stereo not given)	-4	5	-1	0	-2	/	/
CC(C)(C)N(Cc1cc2ccccc2[nH]c1=O)C(=O)c1cccnc1	/	9	/	/	/	15	1
Cc1ccc2nc(SCC(=O)O)nc(C)c2c1	/	3	/	/	6	1	-5
CCOC(=O)Cn1cc(Cl)c(=O)c(Cl)c1	-3	-2	-2	-3	/	-4	-2
Cc1cccc(S(=O)(=O)N(C)C[C@@H]2OCc3ccccc3-c3ccccc3C(=O)N([C@H](C)CO)C[C@H]2C)c1	-5	-7	12	1	15	/	-3
COc1ccc(CCNC(=O)c2coc3ccccc3c2=O)cc1	-4	2	-5	-6	-5	10	2

Single records, from the list above:
COc1ccc(NC(=O)C(CC(C)C)NC(=O)C2CCCCC2)c(OC)c1 (stereo not given) is listed as Casp6 inh = -1; FN deposition inh = 3; SIRT5 block = 2; S100A4 inh HTS = 16; LGR2 inh = 8; Statin myotox sup = 8; esBAF inh = 4
CCN1CCCC1CNCc1cccc(OC)c1OCc1ccccc1F (stereo not given) is listed as Casp6 inh = /; FN deposition inh = /; SIRT5 block = -2; S100A4 inh HTS = -2; LGR2 inh = -3; Statin myotox sup = -7; esBAF inh = 0

The results go on.
SMILES	Casp6 inh	FN deposition inh	SIRT5 block	S100A4 inh HTS	LGR2 inh	Statin myotox sup	esBAF inh
CN(C)S(=O)(=O)c1ccc(Cl)c(C(=O)Nc2nc3ccccc3[nH]2)c1	4	-5	9	6	-5	-7	9
C[C@H]1CN([C@@H](C)CO)S(=O)(=O)c2ccc(-c3ccc(F)cc3)cc2O[C@@H]1CN(C)Cc1ccccc1C(=O)O	1	-7	-5	6	-35	4	-3
CCOC(=O)C1=C(C)N=c2s/c(=C\c3ccc(OCC(=O)O)c(OC)c3)c(=O)n2C1c1ccc(OC)cc1 (stereo not given)	6	-2	8	-5	9	?	-8
C=CCN1C(=O)c2n[nH]c(COC)c2C1c1ccc(C)cc1 (stereo not given)	-4	5	/	-1	0	/	/
Cc1ccc(NC(=O)CNC(=O)OCc2ccccc2)cc1C	2	-2	4	2	13	6	-4
Cc1nn(C)c(C)c1NS(=O)(=O)c1ccc(N2CCCC2=O)cc1	1	13	-4	5	26	/	/
CCCN1[C@@H]2Cn3c(ccc(C4=CCCCC4)c3=O)[C@H]1[C@@H](C(=O)N1CCc3ccccc3C1)[C@@H]2CO	1	/	0	21	7	-60	-2
COc1ccc(NC(C)=O)cc1NC(=O)c1cccc(S(=O)(=O)N2CCc3ccccc32)c1	0	6	0	-16	10	0	30
C=CC[n+]1c(C)csc1Nc1cccc(Br)c1	-1	/	-1	4	-17	/	/
CSc1nc2c(c(C(F)(F)F)n1)CC(C)CC2 (stereo not given)	/	/	/	/	4	18	-7
CC(C)CCNC(=O)NC(=O)COc1ncnc2sccc12	5	/	/	-1	-22	-4	-15
COc1ccc(S(=O)(=O)N2CCN(c3cc(-c4ccccc4)nc4ncnn34)CC2)cc1	-1	/	-2	-3	13	15	4
c1ccc(N2OCC3Cn4c(nc5ccccc54)C32)cc1 (stereo not given)	3	-1	-3	3	-68	15	19
Cc1ccccc1OCc1nc2ccccc2[nH]1	-2	10	0	0	-69	/	/
Oc1ccc2ccccc2c1CN1CC2CCC(CC2)C1	-1	14	/	5	/	5	-4

SIRT5 block, entries above that show a hit
compound	Casp6 inh	SIRT5 block	S100A4 inh HTS	LGR2 inh	esBAF inh
CCN1CCN(C(c2cccs2)C(C)NC(=S)Nc2cc(C)ccc2C)CC1 (stereo not given)	-4	16*	8	-1	/

The list goes on.
SMILES	Casp6 inh	FN deposition inh	SIRT5 block	S100A4 inh HTS	LGR2 inh	Statin myotox sup	esBAF inh
CO[C@H]1CN(C)C(=O)c2cc(NC(=O)c3cccc(F)c3)ccc2OC[C@H](C)N(C(C)=O)C[C@H]1C	/	-1	/	/	-14	2	-5
O=C(O)CS(=O)(=O)CC(=O)NCc1cccc(C(F)(F)F)c1	-3	/	-3	0	-2	/	/
O=C(Nc1ccc2c(c1)OCO2)c1cc(-c2cccnc2)nc2ccccc12	-5	-6	/	-1	-2	/	/
O=C(C[C@@H]1C=C[C@H](NC(=O)c2cccnc2)[C@H](CO)O1)NCc1ccncn1	1	4	-8	-6	6	/	/
Cc1ccnc2nc(C(=O)Nc3ccc4c(c3)OCO4)nn12	/	/	/	/	19	6	-8
O=c1oc2ccccc2c2c1ncn2CCN1CCOCC1	/	8	/	/	/	13	3
CC(C)N(C(=O)CSc1ccc(S(=O)(=O)N2CCCCC2)cn1)c1ccccc1	3	-4	-5	-2	-1	11	-21
CCn1c2ccccc2c2cc(CC(N)=O)ccc21	1	-3	/	-6	2	-7	-9
CC(=O)Nc1ccc(NC(=O)C(C)OC(=O)/C(C#N)=C/c2ccc(N(C)C)cc2)cc1 (stereo not given)	2	/	0	-66	-45	-5	66*
C[C@H]1CN([C@@H](C)CO)C(=O)c2cc(NS(=O)(=O)c3cccs3)ccc2O[C@H]1CN(C)Cc1ccncc1	1	/	1	-5	8	-27	-1
O=C(c1ccc2nc(Cc3cccc(Cl)c3)oc2c1)N1CCOCC1	-2	/	1	0	-20	/	/
COc1ccc(NC(=O)N(C)C[C@H]2Oc3ccc(NC(=O)Cc4ccccc4)cc3C(=O)N([C@H](C)CO)C[C@@H]2C)cc1	0&5	-5&0	1	36&1	-13&4	-6&7	-3&5
CC(C)C(=O)Nc1c(-c2cccs2)c(=O)c2ccccc2n1C	/	-12	/	/	12	5	-9
CO[C@@H]1CC[C@@H]2CCN(C)C(=O)C[C@@H](c3ccccc3)CN(C)C(=O)c3cc(C#N)ccc3OC[C@H]1O2	-4	-23	-1	-11	16	0	1
CC1(Oc2ccc(F)cc2)CCN(Cc2ccccc2OC(F)F)C1 (stereo not given)	-2	-16	/	-2	18	-31	-27
COc1ccccc1NC(=O)c1ccc(COc2ccccc2OC)o1	/	8	/	/	3	1	8
O=C(CN(CCO)c1ccccc1)Nc1ccc(Cl)c(S(=O)(=O)N2CCOCC2)c1	2	/	-4	-2	5	8	5
CN(C)CC(=O)N1CCCCN2[C@H](CO)[C@@H](c3ccc(-c4cccc(C(=O)N(C)C)c4)cc3)[C@@H]2C1	/	/	-7	/	22	-3	4
CN(c1ccccc1)c1nc(N)c([N+](=O)[O-])c(NC2CCCCC2)n1	-1	1	-1	4	-14	-14	5
CCCCn1nnnc1NCc1ccc(N(CC)CC)cc1	/	1	/	/	1	10	-1
COc1ccc(CNC(=O)C2(C)Cc3c(-c4ccc(C(N)=O)cc4)ccnc3O2)cc1OC (stereo not given)	-2	5	0	2	6	20	-7
Cc1c(C#N)c2ccccc2n1CC(=O)NCCc1c[nH]c2ccccc12	1	-10	-3	1	10	23	-5
COCC#Cc1ccc2c(c1)O[C@@H](CN(C)Cc1cncnc1)[C@H](C)CN([C@@H](C)CO)S2(=O)=O	-3	-4	2	-8	-1	/	-2
CC(C)N(C(=O)Cn1cc(SCC(=O)NCC2CCCO2)c2ccccc21)C(C)C (stereo not given)	-3	-1	-2	3	2	-4	-6
COc1ccc(NC2CCCN(C(=O)C3=NNC(=O)CC3)C2)cc1 (stereo not given)	1	-4	/	0	1	13	0
Cc1ccc(S(=O)(=O)Nc2cccc3c2O[C@@H](CN(C)Cc2ccccc2)[C@@H](C)CN([C@H](C)CO)C3=O)cc1	2	/	-1	-17	6	1	-7
CC(C)C(c1nnnn1C1CCCC1)N1CCOCC1 (stereo not given)	/	-1	/	/	/	1	-1
Cc1cc(NC(=O)CSc2nnnn2-c2ccc(C)c(Cl)c2)no1	-3	-1	0	0	-20	-5	-2

Screening results: PubChem BioAssay, Broad Institute

Not all compounds are listed; the hit share may differ from the screen's.
